PMI act satM6P: activators of human phosphomannose isomerase at near-saturating mannose 6-phosphate | activation factor at 20 µM | 0.34% of 190,000 active | coupled PMI enzyme assay, resazurin fluorescence, 20 min; active compounds read high; 1 = untreated enzyme, 0 = substrate-free blank;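 active means activation factor of 2 or more at 20 µM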
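Test system – human PMI in coupled enzyme assay · Timing – 20 min incubation at room temperature · Detection – Diaphorase-driven resazurin-to-resorufin fluorescence, excitation 544, emission 590 nm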
TNAP inh hiacc: inhibitors of human TNAP at high phosphate acceptor concentration | P05186 | purified TNAP, CDP-star luminescence, 1 M DEA | inhibition, % at 20 µM | 0.03% of 200,000 active;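 active means over 50% inhibition of tissue-nonspecific alkaline phosphatase at 20 µM in the single-dose screen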;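 further: plate controls were DMSO wells for no effect and EDTA-quenched wells as full inhibition for full effect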
Target sequence (P05186 whole entry, looked up): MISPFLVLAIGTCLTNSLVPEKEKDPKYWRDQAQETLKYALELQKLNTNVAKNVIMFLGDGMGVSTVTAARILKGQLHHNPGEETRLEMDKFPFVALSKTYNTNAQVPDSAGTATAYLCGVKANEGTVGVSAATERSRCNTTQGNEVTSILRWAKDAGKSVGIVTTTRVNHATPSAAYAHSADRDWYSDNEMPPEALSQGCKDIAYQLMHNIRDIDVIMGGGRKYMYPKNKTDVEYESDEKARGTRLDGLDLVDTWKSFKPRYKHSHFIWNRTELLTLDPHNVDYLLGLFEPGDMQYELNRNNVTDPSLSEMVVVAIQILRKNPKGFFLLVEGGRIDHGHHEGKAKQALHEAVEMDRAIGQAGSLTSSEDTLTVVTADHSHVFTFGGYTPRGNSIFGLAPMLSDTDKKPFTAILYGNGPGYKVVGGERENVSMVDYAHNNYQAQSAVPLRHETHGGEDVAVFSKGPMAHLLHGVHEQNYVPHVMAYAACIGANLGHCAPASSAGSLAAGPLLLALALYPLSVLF
S1P3 antagonist: antagonists of human S1P3 receptor; Q99500; CHO S1P3 NFAT-BLA reporter, FRET fluorescence, antagonist mode; inhibition, % at 4.98 µM; 0.27% of 170,000 active;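 active means inhibition above the plate cutoff, the mean inhibition of test wells on that plate plus 3 SD, cut at about 28% in these data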;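 further: cells challenged with S1P at its EC80 of 0.8 µM; blue over green emission ratio from cleaved BLA substrate after 4 h stimulation; 0% = S1P-stimulated wells and 100% = unstimulated DMSO-only wells; some compounds past the cut are filed as inactive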
Target sequence (Q99500 whole entry, looked up): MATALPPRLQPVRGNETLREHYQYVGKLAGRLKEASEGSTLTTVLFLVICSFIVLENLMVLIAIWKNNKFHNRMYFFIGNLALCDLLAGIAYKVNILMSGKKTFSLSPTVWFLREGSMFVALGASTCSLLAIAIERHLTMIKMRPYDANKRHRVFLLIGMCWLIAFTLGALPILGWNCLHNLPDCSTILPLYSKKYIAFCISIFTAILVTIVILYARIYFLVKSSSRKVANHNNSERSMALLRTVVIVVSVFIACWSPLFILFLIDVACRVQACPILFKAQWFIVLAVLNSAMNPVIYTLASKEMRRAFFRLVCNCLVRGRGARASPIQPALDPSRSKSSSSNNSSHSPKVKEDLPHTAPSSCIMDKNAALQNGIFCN
Efa HMGR inh: inhibitors of class II HMG-CoA reductase from Enterococcus faecalis | purified E. faecalis HMGR, NADPH absorbance 340 nm kinetic | inhibition, % at 10 µM | 0.41% of 190,000 active | AID 1066;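 active means inhibition above a set limit, the median over all tested compounds plus 3 SD, cut at about 9.5% in these data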;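 further: enzyme runs in reverse so mevalonate oxidation gives rising NADPH absorbance; 0% = complete reaction with DMSO and 100% = background rate lacking mevalonate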
Lmaj promast: Leishmania major promastigote growth inhibition; Leishmania major promastigotes, resazurin fluorescence viability; inhibition, % at 10 µM; 9% of 200,000 active; in the data active means inhibition above about 50%;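 further: promastigotes grown with compound for 44 hours at 28 °C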
TNAP inh noacc: inhibitors of human TNAP without phosphate acceptor; P05186; purified TNAP, CDP-star luminescence, 30 min; inhibition, % at 20 µM; 0.26% of 200,000 active; AID 1012;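 active means tissue-nonspecific alkaline phosphatase inhibition above about 50% at 20 µM in the single-dose screen, limit read from the data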;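 further: 0% = DMSO negative control and 100% = EDTA positive control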
Hsp70 act: switches on Hsp70 transcription | HeLa Hsp70 promoter luciferase reporter, luminescence; scaled: vehicle 0, proteasome-inhibitor control 100% | activation, % at 10 µM | 0.04% of 200,000 active | AID 1203;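 active means activation above the mean across all tested compounds plus 3 SD, cutoff set per campaign, cut at about 5.5% in these data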;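 further: 100% = MG132 at 30 µM as the positive control and 0% = DMSO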
RAM inhibit: yeast RAM network inhibition | S. cerevisiae dse1pr::URA3 reporter, 5-FOA growth OD615, 2 d; analog-sensitive cbk1-as2 kinase mutant strain | inhibition, % at 50 µM | 1.8% of 190,000 active | AID 868;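 active means inhibition above a set limit, 3 SD over mean compound inhibition, cut at about 8.4% in these data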;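 further: 0% = DMSO-only wells with no growth and 100% = 10 µM 1-NA-PP1 full growth; inhibition rescues growth on 5-FOA so higher OD means more RAM inhibition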
DTT redox prof: compounds producing H2O2 with reducing agent – biochemical, NIH compound library profiling, artefact control for MLSCN library redox annotation, primary screen | activation, % at 10 µM | DTT-dependent redox cycling H2O2, phenol red/HRP absorbance; 100% = 100 µM peroxide control, 0% = buffer | AID 878 | 0.03% of 200,000 active;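 active means activation of at least 50% relative to the plate's high and low controls in the primary single-dose screen; inactive means activation below 50%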;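 further: compound incubated with DTT at 0.8 mM final as the reducing agent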
PMI act: phosphomannose isomerase (human) activation; AID 1214; 0.005% of 190,000 active; purified human PMI, coupled resazurin fluorescence, 20 min; active compounds read high; 1 = vehicle control, 0 substrate-free wells; activation factor at 20 µM;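 active means activation factor of 2 or more at 20 µM, relative to plate controls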
An asterisk follows results filed as active; nt = no result given.

SMILES	PMI act satM6P	TNAP inh hiacc	S1P3 antagonist	Efa HMGR inh	Lmaj promast	TNAP inh noacc	Hsp70 act	RAM inhibit	DTT redox prof	PMI act
CCn1ncc([N+](=O)[O-])c1C(=O)N1CCCC1	1	-6	nt	1	-2	-10	0.0	-0.5	0.4	1
Cc1ccc(N2C(=O)C3C(C2=O)C2C=CC3C23CC3)c([N+](=O)[O-])c1 (stereo unspecified)	0.9	2	2	1	1	-4	0.1	0.5	0.1	1
O=S(=O)(c1ccccc1)c1cc(O)ccc1O	0.8	-2	1	-1	0	-11	0.0	0.5	-0.2	0.8
CC(C)N(C(=O)COC(=O)[C@@H]1CC(O)CN1S(=O)(=O)c1ccccc1[N+](=O)[O-])C(C)C (stereo partly specified)	1	0	-4	-3	43	-11	0.0	-0.1	0.2	1
CCC(C)[C@H](NC(=O)NCc1cccc(OC)c1)C(=O)OC (stereo partly specified)	1	-4	-17	-4	-2	-6	-0.2	1.7	-0.7	1
CC(=O)Nc1ccc2nc(NC(=O)COc3ccccc3C)sc2c1	1	-1	9	-2	9	-8	0.0	5.1	-0.1	1
CCOC(=O)c1c(NC(=O)CN2CCCc3ccccc32)sc(C)c1CC	0.9	1	-27	-5	1	-19	-0.3	15*	0.4	0.9
CCN1C(=O)CS/C1=N\S(=O)(=O)c1ccc(Cl)cc1	0.9	-2	-83	-5	3	-14	-0.2	2.8	-2.0	0.9
O=C(CNC(=O)c1ccccc1)NCC(=O)OCC(=O)c1ccccc1	1.1	-4	9	-8	-10	-14	0.0	4.2	-0.2	1.1
COc1cccc(Nc2ncccc2C(=O)Nc2ccccc2)c1	0.9	0	nt	1	0	-4	-0.3	0.9	2.4	0.9
O=C(NC(C(=O)c1ccccc1)N1CCCCCC1)c1ccco1 (stereo unspecified)	0.9	0	-8	-11	4	-7	-0.3	-1.2	0.1	0.9
CC1CCCC(C)N1C(=O)CSc1nnnn1-c1cccc2c1CCCC2 (stereo unspecified)	0.9	-7	nt	-3	18	-15	0.0	3.6	-0.6	0.9
CCOc1ccc(NC(=O)C2CC(=O)OC2c2ccccc2)cc1 (stereo unspecified)	0.9	-6	3	-5	-7	-8	-0.2	-1.0	0.9	0.9
CC(C)(C)C(=O)/C=C(\N)c1ccccn1	1.2	-4	-8	0	-8	-5	0.1	0.8	2.2	1.1
Cc1ccc([N+](=O)[O-])cc1S(=O)(=O)N1CCC(C)CC1	0.8	-3	6	5	-4	-2	-0.5	-0.9	-1.1	0.8
CCN(CC)C(=O)c1ccc2nc3ccccc3nc2c1	2.2*	0	0	5	-4	-7	-0.2	1.9	0.0	1.6
COc1ccc(-c2ccc(-c3nnc(-c4ccncc4)o3)cc2)cc1	1.1	-5	-2	-2	-9	-17	-0.1	1.8	-1.8	1.1
CCCC(NS(=O)(=O)c1ccc(Br)cc1)C(=O)O (stereo unspecified)	1	-4	-22	3	-6	-10	-0.2	-0.4	-2.6	0.9
Cc1cccc(NC(=O)CN2CCC(NC(=O)C3CCCCC3)CC2)c1C	1	0	5	-10	-5	9	-0.4	2.1	0.2	0.9
CCOCCCNC(=O)C(c1ccccc1)N(Cc1cccs1)C(=O)c1ccccc1O (stereo unspecified)	1	-6	5	1	1	-10	-0.2	1.5	-1.8	1.1
O=C(c1ccccc1F)N(Cc1ccc(F)cc1)C1CCS(=O)(=O)C1 (stereo unspecified)	1	-4	7	-5	-5	-11	-0.1	1.1	1.7	1
Cn1ncc2c(N3CCN(c4ccccc4F)CC3)ncnc21	1	-3	nt	2	15	-6	0.5	2.1	-1.2	1
Cc1ccc(NC(=O)OCC(F)(F)C(F)F)cc1NC(=O)OCC(F)(F)C(F)F	1	-2	1	-3	5	10	0.1	1.9	0.0	1
Cc1c(NC(=O)c2c(O)c3ccccc3n(C)c2=O)c(=O)n(-c2ccccc2)n1C	1	-4	-6	-3	-4	-13	0.0	0.0	0.1	1
CSc1nnc(C)c(/C=C/NOCc2ccc(Cl)cc2)n1	0.9	-2	-3	-2	18	-6	0.1	3.9	-0.3	1.4
CCOc1nc(SCCOc2ccc(C)cc2)nc(N(C)C)n1	1	-4	nt	-2	2	-8	-0.1	1.9	3.4	1
O=C(NC1CCSC1=O)c1cccc(C(=O)NC2CCSC2=O)c1 (stereo unspecified)	0.9	-1	-31	2	-5	-11	-0.3	0.6	1.8	0.9
CC(C)(C)c1ccc(OCCN2CCCC2)cc1	1	-3	14	3	97*	-5	0.2	2.6	1.6	0.9
O=C(CCNS(=O)(=O)c1cccc2nonc12)NC1CCCCC1	1.1	-5	1	-4	-7	-33	-0.2	1.4	-1.5	1.1
Cc1cc(C)n(C(=O)c2ccc(C)c(S(=O)(=O)N3CCOCC3)c2)n1	1	1	10	1	-7	-7	-0.3	2.0	-0.3	1

Single values from the list.
Reading of `Cc1c(NC(=O)c2c(O)c3ccccc3n(C)c2=O)c(=O)n(-c2ccccc2)n1C` in RAM inhibit: 0.0
Reading of `CCOc1nc(SCCOc2ccc(C)cc2)nc(N(C)C)n1` in PMI act satM6P: 1

Continuation:
SMILES	PMI act satM6P	TNAP inh hiacc	S1P3 antagonist	Efa HMGR inh	Lmaj promast	TNAP inh noacc	Hsp70 act	RAM inhibit	DTT redox prof	PMI act
COc1ccc(Cl)cc1NC(=O)Nc1ccc(Br)cn1	1.1	-5	nt	0	2	-18	-0.1	0.5	0.1	1.1
CC(CCc1ccccc1)NC(=O)c1ccc(Cl)nc1 (stereo unspecified)	0.9	-3	nt	0	-4	-6	-0.4	3.2	-3.7	0.9
CCOc1ccc(/C=N/NC(=O)C(=O)NCc2ccco2)cc1	0.9	3	-1	-1	-6	-7	-0.1	1.4	-0.1	0.9
O=C(NCCN1C(=O)S/C(=C\c2ccc(Cl)c(Cl)c2)C1=O)c1ccc2c(c1)C(=O)N(Cc1ccncc1)C2=O	1.2	-5	-7	3	14	0	-0.4	2.0	nt	1.1
CCOCC(=O)Nc1c(C(=O)OCC)oc2ccccc12	1	-4	-19	-1	-3	-10	0.1	1.5	-0.2	1
O=C(NC1CCN(C(=O)N2CCOCC2)CC1)c1ccccc1	1	-2	-51	-9	-5	-9	-0.5	0.2	0.0	1
COC(=O)C1=C(C)N(CCc2ccc(OC)c(OC)c2)C(=O)/C1=C\N(C)C	1.1	-2	nt	-5	-4	3	0.0	0.0	1.1	1.1
CCc1c(C)nc(N)n2c(SCC(=O)N3CCN(c4ccccc4F)CC3)nnc12	1	-6	-17	nt	nt	-14	nt	nt	nt	1.1
Cc1ccc(NC(=O)Cc2csc(-c3ccccc3)n2)cc1F	1	-3	-14	-7	4	-9	-0.4	2.4	0.5	0.9
Cc1ccc(-c2nc(NC(=O)CSc3nnnn3-c3ccccc3)ns2)cc1	0.9	-5	1	-4	7	9	0.0	1.5	-4.2	0.9
Cc1ccc(SC(C)C(=O)N2CCC(C(N)=O)CC2)cc1 (stereo unspecified)	1	-3	-3	0	-8	-8	-0.1	-0.1	-0.4	1
CCc1c(C)nc2ncnn2c1N1CCCC(C(=O)NCCc2ccccc2)C1 (stereo unspecified)	0.9	-6	nt	-3	-4	-9	-0.2	-0.8	-1.3	1
O=C1COc2ccc(NC(=O)N3CCN(c4ccc(F)cc4)CC3)cc2N1	0.9	0	nt	-5	3	-6	-0.4	-0.5	3.5	1
CN(C)c1cccc(C(=O)N/N=C/c2ccsc2)c1	0.9	-2	9	3	-10	-5	0.0	3.5	0.7	1
CC(C)(C)c1nnc(NC(=O)CN2C(=O)C3C4C=CC(C4)C3C2=O)s1 (stereo unspecified)	1	2	-17	-4	0	-5	-0.3	-0.3	-0.2	1
N#Cc1c(-c2ccc(Cl)cc2)ccn2nc(C3CCCCC3)nc12	0.9	3	nt	-2	23	-5	0.2	5.0	0.2	0.9
COc1ccc(CCNC(=O)C(=O)N/N=C/c2cccs2)cc1OC	nt	1	-2	-1	-2	-4	-0.2	2.1	0.3	nt
CC(=O)C1=C(O)C(=O)N(c2ccc(Br)cn2)C1c1ccccc1F (stereo unspecified)	1.2	-5	nt	-2	3	-10	-0.4	4.0	-1.0	1.1
O=C(c1cccc([N+](=O)[O-])c1)N1CCCN(C(=O)c2cccc([N+](=O)[O-])c2)CC1	1.1	-1	-5	2	-2	-7	0.0	1.1	-0.4	1.1
Cc1ccc(C(=O)Nc2ccccc2-c2ccccc2)o1	1	1	nt	-6	14	-3	-0.2	0.4	0.1	0.8
Cc1cc(NC(=O)c2cc(-c3ccccc3)on2)no1	1	-5	nt	0	2	-8	-0.1	3.1	-16	1
CCOc1ccccc1N1CCN(Cc2ccc(OC)c(OC)c2)CC1	0.9	-3	20	-4	1	-8	-0.2	0.5	-2.6	0.9
CC(=O)N1CCC2(CC1)CC(=O)c1cc(OCC(=O)N3CCCC3)ccc1O2	0.9	-1	6	-4	-5	-12	-0.1	2.2	-0.3	1
CCOc1ccc(C2/C(=C(/O)c3ccccc3)C(=O)C(=O)N2CCCN(C)C)cc1OC (stereo unspecified)	nt	nt	-14	nt	-5	nt	-0.4	nt	-0.3	nt
CC(=O)Nc1cccc(/C(C)=N\NC(=O)c2ccc(Cn3nc([N+](=O)[O-])c(Cl)c3C)o2)c1	0.9	-3	7	-4	0	-7	-0.3	2.1	-0.1	0.8
COc1cccc(C(=O)N2CCSC2=S)c1	1.1	1	1	1	10	-7	0.0	0.8	1.5	1
C=CCOC(=O)C1=C(C)NC(=O)NC1/C=C/c1ccccc1 (stereo unspecified)	1	-9	-1	-4	12	0	0.0	3.3	-0.4	1
O=C1CC(c2c[nH]c3ccccc23)C(=O)N1 (stereo unspecified)	0.9	0	-20	2	-3	-13	0.2	1.9	2.4	0.9
O=C(Nc1nc2c(s1)CCCC2)c1ccc(S(=O)(=O)N2CCCc3ccccc32)cc1	0.8	3	2	-2	98*	-11	-0.4	6.9	0.6	0.7
Cn1c(SCC(=O)N2c3ccccc3CCc3ccccc32)nnc1-c1cc2ccccc2cc1O	1	4	-14	-2	98*	-22	-0.6	6.3	-0.4	0.9
Cc1occc1C(=O)NCc1cccs1	1	-2	-7	-3	-4	-1	0.0	1.4	1.5	1.1
CNCCCCOc1ccccc1-c1ccccc1	0.9	1	15	-4	39	4	-0.3	-0.6	1.0	1
CN1CCN(CCC(=O)Nc2ccc(OCc3ccccc3)cc2)CC1	0.9	-3	20	-5	82*	-10	0.9	0.4	-0.4	1
CCCc1[nH]nc2c1C(CCc1ccccc1)C(C#N)=C(N)O2 (stereo unspecified)	0.9	-2	-15	9	13	5	-0.2	1.0	1.6	1.1

Source: PubChem BioAssay
